PP5 inh: PP5 phosphatase inhibitors, primary screen, biochemical, fluorescence; Serine/threonine-protein phosphatase 5 (Homo sapiens), P53041; AID 1987, 2009; hit rate 0.18% among 320,000; inhibition, % at 6.7 µM; purified PP5c, OMFP substrate fluorescence;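 active means inhibition above the campaign's mean inhibition across all tested compounds plus 3 SD, cut at about 9.5% in these data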;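 further: 0% = DMSO only and 100% = 100 µM cantharidin control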
proCasp7 act: procaspase-7 activators, primary screen, counter-screen for procaspase-3 activator project, biochemical, absorbance, HTS, human; recombinant procaspase-7, Ac-DEVD-pNA absorbance 405 nm; D23A/D198A/D206A triple mutant, cannot self-cleave; scale: DMSO 0, 5 µM enzyme 100; activation, % at 8.5 µM; AID 463210, 2010; hit rate 0.093% among 330,000;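 active means percent activation above the screen-wide mean plus 3 SD, cut at about 25% in these data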
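Test system: Procaspase-7 triple mutant (PC-7 D3A). Also added: Ac-DEVD-pNA substrate, 400 µM as added. Schedule: 1 h enzyme–compound preincubation and 2 h substrate reaction, both 25 °C. Signal: p-Nitroaniline absorbance at 405 nm, read at 0 and 120 min. Control set: low DMSO alone, high DMSO plus 5 µM PC-7.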
VLA-4 inh: inhibition in human VLA-4 binding assay, primary screen, VLA-4 allosteric modulator project, MLPCN library, flow cytometry, VLA-4 expressing cells | Integrin alpha-4 (Homo sapiens), P13612 | ligand binding flow cytometry | inhibition, % (about 7 µM as worked out from the volumes in the protocol) | hit rate 0.2% among 330,000; in the data active means inhibition above about 50%
Target sequence (P13612 whole entry, looked up): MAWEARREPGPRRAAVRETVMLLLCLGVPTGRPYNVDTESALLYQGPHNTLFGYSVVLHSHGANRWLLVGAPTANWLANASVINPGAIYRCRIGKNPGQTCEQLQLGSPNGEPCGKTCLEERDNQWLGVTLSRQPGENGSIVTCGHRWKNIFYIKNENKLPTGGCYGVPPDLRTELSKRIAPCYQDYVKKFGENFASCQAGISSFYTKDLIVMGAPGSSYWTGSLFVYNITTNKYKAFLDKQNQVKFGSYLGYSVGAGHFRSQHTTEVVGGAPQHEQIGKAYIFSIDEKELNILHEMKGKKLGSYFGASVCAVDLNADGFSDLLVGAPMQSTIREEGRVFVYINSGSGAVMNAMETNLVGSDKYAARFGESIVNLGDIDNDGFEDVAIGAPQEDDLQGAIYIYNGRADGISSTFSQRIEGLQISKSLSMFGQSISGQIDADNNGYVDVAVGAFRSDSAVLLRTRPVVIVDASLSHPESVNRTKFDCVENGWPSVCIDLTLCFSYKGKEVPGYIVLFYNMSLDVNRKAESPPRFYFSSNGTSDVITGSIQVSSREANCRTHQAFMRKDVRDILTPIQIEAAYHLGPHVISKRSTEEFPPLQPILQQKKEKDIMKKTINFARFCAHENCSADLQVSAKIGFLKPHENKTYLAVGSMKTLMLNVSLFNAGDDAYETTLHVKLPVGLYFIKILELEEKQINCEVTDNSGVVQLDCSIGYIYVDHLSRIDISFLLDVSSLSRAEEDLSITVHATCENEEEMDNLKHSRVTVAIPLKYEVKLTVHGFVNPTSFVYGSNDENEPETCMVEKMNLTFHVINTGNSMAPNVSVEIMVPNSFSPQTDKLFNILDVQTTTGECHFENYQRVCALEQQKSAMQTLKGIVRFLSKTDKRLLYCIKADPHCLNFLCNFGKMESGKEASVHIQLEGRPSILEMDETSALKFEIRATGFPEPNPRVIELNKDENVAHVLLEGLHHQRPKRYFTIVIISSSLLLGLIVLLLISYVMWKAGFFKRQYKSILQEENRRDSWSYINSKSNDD
JMJD2C inh: inhibitors of GASC-1 histone demethylase, primary screen, biochemical, fluorescence, DELFIA europium; Lysine-specific demethylase 4C (Homo sapiens), Q9H3R0; GST-JMJD2C(1-420) H3K9me3 demethylation; hit rate 0.069% among 330,000; inhibition, % at 2.35 µM;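 active means more than half of a compound's replicate wells show inhibition beyond 50%, single wells judged on their own value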;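 further: signal counts dimethyl H3K9 product captured on neutravidin plate; 0% = median of DMSO wells and 100% = 0.3 times that DMSO median; strong numbers were not always called active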
CTSL1 counter: Fasciola hepatica cathepsin L1 inhibitors, primary screen, counter-screen for PFM18AAP inhibitor project, biochemical, QFRET, fluorogenic peptide substrate; recombinant F. hepatica cathepsin L1, Z-Leu-Arg-MCA fluorescence; inhibition, % at 5.96 µM; hit rate 0.49% among 300,000;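 active means inhibition above the mean of all tested compounds plus 3 SD, set per screening campaign, cut at about 17% in these data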;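 further: 0% = plate median of test compound wells and 100% = 1 µM Z-Phe-Ala-diazomethylketone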
PP1 counter: PP1-alpha phosphatase inhibitors, primary screen, counter-screen for PP5 inhibitor project, biochemical, fluorescence, OMFP substrate, single point; hit rate 0.9% among 320,000; purified PP1alpha; inhibition, % at 6.7 µM; AID 2235, 2010; Serine/threonine-protein phosphatase PP1-alpha catalytic subunit (Homo sapiens), P62136;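 active means inhibition above the mean inhibition of all tested compounds plus 3 SD, computed separately for each screening campaign, cut at about 15% in these data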
proCasp3 act: activators of human procaspase-3 D3A mutant, primary screen, biochemical, absorbance, PC-3 D3A mutant, single concentration; AID 463141, 2010; recombinant procaspase-3 D3A, Ac-DEVD-pNA absorbance 405 nm; hit rate 0.11% among 330,000; Caspase-3 (Homo sapiens), P42574; activation, % at 8.5 µM;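 active means activation above the mean of all tested compounds plus 3 SD, cut at about 21% in these data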;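 further: 0% = DMSO alone and 100% = DMSO wells spiked with extra 5 µM PC-3 D3A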
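System: Procaspase-3 D3A mutant. Medium: Zinc-free 300 mM NaCl, 50 mM HEPES, 0.01% Triton X-100. Schedule: 1 h preincubation plus 2 h reaction at 25 °C. Measured by: 405 nm absorbance of p-nitroaniline, reads at 0 and 120 min. Read-out: percent activation relative to control range.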
core dimer inh: inhibitors of HCV core protein dimerization, primary screen, biochemical, TR-FRET, high-throughput | inhibition, % at 5 µM | hit rate 0.33% among 300,000 | TR-FRET GST/Flag-core106 dimerization, 1536-well;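 active means inhibition above the mean of all tested compounds plus 3 SD, set per screening campaign, cut at about 45% in these data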
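assay system = GST-tagged and Flag-tagged HCV core protein residues 1-106 | controls = unlabelled core106 and no-GST-core106 wells | incubation = compound-protein-antibody incubation 4 h at 22.5 °C | probe or stimulus = Eu donor and XL665 acceptor anti-tag antibodies | read-out = % inhibition based on acceptor/donor emission ratio | signal = TR-FRET 671 and 617 nm emission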
GRK2 aptamer HTS: compounds blocking aptamer binding on GRK2 – biochemical, human GRK2, bead flow cytometry, HTS, primary screen; Beta-adrenergic receptor kinase 1 (Homo sapiens), P25098; FAM-aptamer displacement from GRK2; inhibition of aptamer binding, % at 10 µM; hit rate 0.59% among 330,000; AID 488847, 2010;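 active means inhibition of aptamer binding above 40%, roughly 3 SD of noise, on plates passing a quality check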;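 further: median bead fluorescence of bound FAM aptamer so fluorescent compounds give negative values; no value below 0 was filed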
An asterisk follows results filed as active; . = no result given; & = joins results of further samples.

SMILES | PP5 inh | proCasp7 act | VLA-4 inh | JMJD2C inh | CTSL1 counter | PP1 counter | proCasp3 act | core dimer inh | GRK2 aptamer HTS
CCCn1cccc(C(=O)Nc2ccc(OC)cc2)c1=O | -2.1 | -8 | 2 | 0 | 2 | -2 | -7 | -10 | 0
CC1=C/C(=N\N=C2\NC(=O)C(CC(=O)Nc3ccccc3)S2)CC(C)(C)C1 (centres undefined) | 4.5 | 1 | 4 | -3 | 4 | -4 | 13 | 4 | 0
CC(NC(=O)OCc1ccccc1)C(=O)NCC(=O)NC(Cc1ccc(OC(C)(C)C)cc1)C(=O)OC(C)(C)C (centres undefined) | 1.9 | 13 | 16 | 26 | 2 | -1 | -7 | -2 | 0
Cc1ccccc1Cn1c(=N)n(CC(=O)c2ccc([N+](=O)[O-])cc2)c2ccccc21 | 2.5 | 6 | 7 | 3 | 0 | 4 | 6 | -6 | 0
O=C(COC(=O)CNC(=O)c1ccc(Cl)cc1Cl)NC1CC1 | . | 9 | -7 | 13 | . | . | -1 | . | 0
O=C(O)C1CCN(C(=O)CCc2ccccc2)CC1 | -3.1 | 1 | 14 | 5 | 3 | 1 | 7 | 2 | 0
Cc1cc(C)nc(SCc2ccc(C(=O)NN=C3CCCC3)cc2)n1 | 0.9 | 3 | -8 | 6 | 0 | 3 | 5 | -1 | 0
CCN(CC)CCSc1nc(O)c(-c2ccccc2)c(=O)n1-c1ccccc1 | -2.2 | 4 | -9 | -2 | 1 | -4 | 8 | -2 | 2
COc1ccccc1CNC(=O)CNC(=O)c1ccc(Br)o1 | 0.6 | 2 | -12 | 0 | -1 | -3 | -10 | -7 | 2
COc1ccc(C(=O)Nc2cccc(-c3csc(C)n3)c2)cc1S(=O)(=O)N1CCCC1 | 4.7 | 6 | 1 | 1 | . | 3 | 13 | . | 0
O=C(CSc1nnc(-c2cccs2)o1)OC1CCCCC1 | -0.9 | 4 | 10 | 7 | 1 | -2 | 5 | -6 | 0
NNc1ccc2c(C(F)(F)F)cc(C(F)(F)F)nc2n1 | 4.6 | 3 | -17 | -23 | 2 | 0 | 5 | 0 | 0
NS(=O)(=O)c1ccc(N=Nc2c[nH]c(=O)c(O)c2)cc1 | 6.5 | -20 | 0 | 12 | -1 | 14 | -19 | -27 | 7
COc1cccc(C2=NOC(C(=O)N3CCN(Cc4ccccc4)CC3)C2)c1OC (centres undefined) | 0.9 | 0 | 0 | 2 | -2 | -3 | 1 | -3 | 3
COc1cccc(/C=C2\SC(=S)N(CCCC(=O)N3CCCCC3)C2=O)c1 | 1.8 | -2 | -2 | -5 | -5 | -3 | 6 | 11 | 0
CN1C(=O)N(C)c2ccc(C=O)c3cccc1c23 | -0.3 | -11 | 7 | 5 | 3 | -4 | -12 | 0 | 0
NC(=O)NC(=O)COC(=O)CCCSc1nc2ccccc2s1 | -1.0 | 12 | 9 | 8 | -21 | -1 | 6 | -1 | 0
O=C(OCn1nnc2ccccc2c1=O)c1cc2ccccc2o1 | -0.1 | -9 | 15 | 4&9 | -15 | 0 | -4 | -4 | 0
COc1ccc(CCNC(=O)CSc2nnnn2-c2ccc(OC)c(OC)c2)cc1OC | 1.4 | 2 | 7 | -9 | -1 | -4 | 9 | -3 | 1
CCCCn1c(Cn2nc(C(=O)O)c3ccccc3c2=O)nc2cc(S(N)(=O)=O)ccc21 | -1.3 | 3 | -1 | -1 | -5 | -3 | -6 | 2 | 2
CCOC(=O)c1nnc2cc(-c3ccc(Br)cc3)nn2c1C | -1.1 | 16 | -7 | 0 | 2 | -1 | -2 | 8 | 1
CCCCOc1ccc(C(=O)NCC(=O)NNC(=O)c2ccco2)cc1 | . | 4 | 5 | -5 | . | . | -5 | . | 0
CC(C)Nc1nc(NC(C)C)nc(OCCOC(=O)c2ccccc2)n1 | -0.2 | 12 | 5 | 1 | 1 | 0 | -5 | -2 | 4
O=C(O)c1c(C(=O)O)c(-c2ccc(Cl)c(Cl)c2)n2c1CSC2 | -1.4 | -7 | 6 | 3 | -1 | 0 | 0 | 7 | 6
COc1ccc(C(=O)NN2C(=O)C3C(c4ccccc4)C=CC(c4ccccc4)C3C2=O)cc1 (centres undefined) | 2.4 | 0 | 6 | -11 | -2 | 0 | 5 | 20 | 1
CN(C)c1ccc(Nc2ncnc3ccc(Br)cc23)cc1 | 1.9 | -3 | -8 | 8 | -1 | -6 | -7 | -20 | 1
Cc1ccc(S(=O)(=O)Nc2cc(C(=O)NCCN(C)C)ccc2N2CCCC2)cc1 | -2.8 | 9 | 11 | -4 | -8 | -1 | 6 | -9 | 0
CN(C)c1ccnc(Oc2ccc(Cl)cc2)c1C#N | 1.4 | 4 | 15 | -4 | 2 | 0 | -1 | 1 | 3
CC(=O)NC1C(Oc2ccc(C)cc2)OC2COC(c3ccco3)OC2C1O (centres undefined) | -1.1 | 12 | 7 | 8 | 3 | 2 | 3 | -4 | 0
c1ccc(-c2ccc(Oc3cc(N4CCOCC4)nc(-c4ccccc4)n3)cc2)cc1 | -2.2 | 0 | -1 | 0 | 0 | 0 | -1 | -3 | 2
COc1cccc(CC(=O)NNC(=O)CN(C)S(=O)(=O)c2ccc(C)cc2)c1 | . | -5 | 2 | -3 | . | . | 2 | . | 0
C/C(=N\NC(=O)c1ccc(F)cc1)c1ccc(N2CCOCC2)cc1 | 2.6 | 0 | -15 | -9 | 3 | -4 | 2 | -11 | 0
O=C(NNC(=S)NC(=O)c1cccnc1)c1ccccc1 | -0.3 | 6 | -6 | 2 | -1 | 3 | 1 | 0 | 0
O=C(O)COc1ccc(/C=N/Nc2nc(Nc3ccccc3)nc(N3CCCCC3)n2)cc1 | 1.3 | 10 | 12 | -2 | 4 | -1 | -2 | 7 | 2
COc1ccc(/C=C/C(=O)Nc2ccc(C34CC5CC(CC(O)(C5)C3)C4)cc2)cc1OC | 5.1 | 5 | -6 | 4 | -2 | 1 | -1 | 5 | 4
O=c1cc(N2CCc3ccccc3C2)[nH]c(=O)n1-c1ccc(Br)cc1 | -0.9 | 5 | -8 | 11 | 0 | -7 | 6 | -1 | 1

Individual results from the entries so far.
`CN(C)c1ccnc(Oc2ccc(Cl)cc2)c1C#N` – JMJD2C inh = -4
`c1ccc(-c2ccc(Oc3cc(N4CCOCC4)nc(-c4ccccc4)n3)cc2)cc1` – VLA-4 inh = -1
`CN(C)c1ccc(Nc2ncnc3ccc(Br)cc23)cc1` – GRK2 aptamer HTS = 1

Continuation:
SMILES | PP5 inh | proCasp7 act | VLA-4 inh | JMJD2C inh | CTSL1 counter | PP1 counter | proCasp3 act | core dimer inh | GRK2 aptamer HTS
O=C(CN1C(=O)CSC1=O)NCc1ccccc1 | 1.2 | 2 | 3 | 4 | -1 | 1 | 3 | -5 | 0
O=C(CNC(=O)C12CC3CC(CC(C3)C1)C2)NC1=NCCS1 | 2.1 | 2 | -5 | 1 | -4 | -3 | -1 | 1 | 4
CCN(CC)C(=O)COc1ccc(C=O)cc1OC | 2.1 | 1 | 7 | -10 | -2 | 0 | -13 | 3 | 0
CCOC(=O)CC(=O)CSc1ncnc2c1nnn2-c1ccccc1 | -1.6 | -21 | 14 | 34 | 1 | 0 | -18 | 5 | 3
COc1cccc(-c2nn3c(-c4ccco4)nnc3s2)c1 | -0.5 | 12 | -17 | -16 | 9 | -2 | -5 | 14 | 6
CCN(CC(=O)NC1CCS(=O)(=O)C1)C(=O)c1cc(OC)c(OC)c(OC)c1 (centres undefined) | 0.9 | 2 | 28 | 7 | . | -5 | -5 | . | 60*
CCC1Nc2ncnc(N3CCN(c4ccccc4)CC3)c2N(Cc2ccc(C)cc2)C1=O (centres undefined) | 4.8 | 0 | -18 | 49 | -3 | 4 | -4 | 7 | 1
CCn1cc(/C=N\NC(=O)c2cc(-c3ccccc3OC)nc3ccccc23)c(C)n1 | 1.9 | -11 | -12 | 8 | 4 | 1 | -12 | -8 | 1
CCOc1ccc(NC(=O)CN(C)C(=O)Cc2ccsc2)cc1OCC | -1.3 | 2 | 14 | 0 | . | -3 | -2 | . | 1
COC(=O)c1nnn(-c2nonc2N)c1CN1CCCC1 | -1.1 | 1 | 12 | 2 | -5 | -4 | 11 | 10 | 0
Cc1ccc(NC(=O)CCC(=O)c2cccs2)cc1F | -1.3 | 12 | 3 | -20 | 3 | -2 | 1 | -11 | 0
CC(C)=CCC[C@](C)(OC1OC(COC2OCC(O)C(O)C2O)C(O)C(O)C1O)C1CC[C@]2(C)C1C(O)CC1[C@@]3(C)CCC(O[C@@H]4O[C@H](CO)C(O)C(O)C4O[C@@H]4OC(CO)C(O)C(O)C4O)C(C)(C)C3CC[C@]12C (some centres undefined) | . | 10 | -2 | -2 | . | . | 3 | . | 9
O=C(NCC1CCCO1)C(=O)c1c[nH]c2ccccc12 (centres undefined) | 0.6 | -6 | -8 | -4 | -2 | -1 | -2 | 4 | 0
CCOC(=O)c1sc2cc([N+](=O)[O-])cc(SCCO)c2c1N | 0.7 | 2 | -15 | 3 | -3 | 0 | -4 | -19 | 2
COc1ccc(S(=O)(=O)N2CCC(C(=O)Nc3c(F)cccc3F)CC2)cc1 | 2.6 | 7 | 27 | -6 | -1 | -3 | 9 | -6 | 0
Cc1ccc(CNC(=O)CNC(=O)c2ccco2)cc1 | 0.0 | 6 | 8 | 3 | 1 | -4 | 3 | 4 | 2
C/C(=N\NC(=O)CCc1c(C)n[nH]c1C)c1ccc([N+](=O)[O-])cc1 | -1.4 | 6 | 15 | 2 | 0 | -3 | 4 | 0 | 2
O=C(Nc1nnc(-c2ccc(Br)cc2)o1)c1ccco1 | -0.4 | 3 | 1 | 75 | 3 | 2 | -6 | 5 | 0
Cc1ccccc1C(=O)N1CCN(S(=O)(=O)c2cccs2)CC1 | 2.6 | -2 | 6 | 1 | 0 | -5 | 5 | -11 | 0

Bioassay records as filed in PubChem BioAssay.
